Source: PubChem (several laboratories)
CSM14.1 death rescue: rescue of cells from ER stress-induced death, primary screen, 384-well, CSM14.1, thapsigargin, ATP luminescence (AID 1222). cellular ATP content (survival), % at 20 µM; hits with a dose series show EC50 in µM. 190,000 tested, under 10 active. CSM14.1 thapsigargin-induced death rescue, ATP luminescence; higher % means a stronger effect;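 active = EC50 below 50 µM in the dose-response confirmation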;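 also: death triggered by thapsigargin at about 15 µM added after 2 h compound pretreatment; cell ATP read after overnight thapsigargin exposure of roughly 18 to 22 hours; normalized against plate controls of thapsigargin alone and 5% DMSO vehicle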
Lipid droplet: hepatic lipid droplet formation modulation. inhibition, % at 6.5 µM. 240,000 tested, 0.4% active. AML12 mouse hepatocytes, oleate lipid droplets, BODIPY imaging;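 active = lipid droplet intensity inhibited by at least 50%, with more than 500 cells counted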
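Technique: fluorescence imaging, 20x objective, two fields per well / Assay system: AML12 hepatocytes (mouse) / Measure: % inhibition of lipid droplet signal / Doses: 6.5 µM single-point dosing / Incubation: overnight exposure / Reagent: 100 µM oleic acid challenge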
Dynein transport: blocks dynein driven cargo transport along microtubules; 3617.4 mouse cells, GR-EGFP nuclear translocation imaging; test concentration mostly 20 µM; stimulated with dexamethasone, 1 µM; active compounds read low; AID 1381; z-score, hits read low; 220,000 tested, 0.47% active;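 active = plate z-score of nuclear minus cytoplasmic receptor signal below a set negative limit, without overly bright fluorescence or cell loss, cut at about -3.5 in these data, passing the limit was not always enough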;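 also: z-score of nuclear minus cytoplasmic ring GR-EGFP intensity difference per well; some compounds called inactive have numbers as strong as hits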
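Also added – dexamethasone, 1.0 µM final · Buffer or medium – tet-free, stripped-serum medium · Schedule – induction 48 h, compound 1 h, agonist 30 min · Detection – formaldehyde fixation, Hoechst nuclear stain, 10x automated fluorescence imaging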
MT stabilizer: microtubule stabilizers in HeLa cells. % tubulin-high responders, % at 10 µM. AID 2205. HeLa tubulin immunostaining HCS, 24 h; share of cells brighter than vehicle mean+2SD. 200,000 tested, 0.83% active;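 active = plate Z-score above 3 for both tubulin-high and condensed-nucleus cell shares, with cell loss under 80%, at 10 µM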;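 also: anti alpha tubulin signal scored within the nucleus-defined area of each cell; some results filed as inactive read as strong as hits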
Ins promoter up: MIN6 insulin promoter up-regulation; MIN6 insulin promoter-GFP reporter, high-content imaging; active compounds read high; z-score at 5 µM; 190,000 tested, 0.3% active;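 active = z-score above 3 at 5 µM with at least 500 cells counted in the well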
Salmonella PhoP GFP: PhoP-dependent GFP reporter repression – Salmonella Typhimurium, primary screen (AID 1863). S. Typhimurium PhoP-regulated promoter GFP reporter, 4 h; higher % means a stronger effect. inhibition, % at 50 µM; hits with a dose series show IC50 in µM. 300,000 tested, 0.16% active;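 active = inhibition over 29.93%, a cutoff 3 SD above the screen mean, later confirmed by dose response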;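 also: 0% = low Mg2+ inducing control and 100% = high Mg2+ repressing control; strong numbers were not always called active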
bCat nuc transl: modulators of beta-catenin nuclear translocation | nuclear translocation activity, % at 5 µM | 190,000 tested, 0.3% active | HeLa beta-catenin nuclear translocation, immunofluorescence imaging;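 active = nuclear translocation activity above 50% at 5 µM, with a well cell count of 50 or more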;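 also: per-cell ratio of nuclear to cytoplasmic median beta-catenin stain intensity; plate controls were DMSO negative control for no effect and GSK-3 inhibitor IX positive control for full effect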
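test system = HeLa cells, endogenous beta-catenin | dosing = single 5 µM dose plus 0.02–20 µM confirmation series | times = compound treatment 24 h, 37°C, 5% CO2 | technique = beta-catenin immunofluorescence imaging with DAPI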
Autophagy HCS: autophagy modulation, high-content screen; calls only at 10 µM (by protocol); MEF GFP-LC3 puncta imaging; test concentration mostly 10 µM; 190,000 tested, 0.98% active;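 active = percentage of spot-positive cells more than 3 SD above its plate mean, without a fluorescence outlier flag or 80% toxicity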;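 also: spot-positive cell cutoff set from DMSO-treated cells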
T cell modulator: modulates CD8 T cell binding to vesicles; 2C CD8+ T cell-vesicle binding, flow cytometry; active compounds read low; AID 2052; calls only at 7 µM; 330,000 tested, 0.068% active;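 active = response, share of CD8 T cells binding vesicles, and their 90th percentile fluorescence all below set limits, cut at about 80% in these data, passing the limit was not always enough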
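Also added: QL9-peptide-loaded Drosophila micro-vesicles bearing Ld, ICAM-1 and B7-1; Test system: purified 2C TCR transgenic mouse naive CD8+ T cells; Measured by: cytometric PE anti-B7-1 and Alexa647 anti-CD8 signals after 1% paraformaldehyde fixation; Timing: binding step 1.5 h, 37 °C, antibody labelling 20 min, ice.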
Dynein transport cytoplasmic EGFP: recorded beside Dynein transport, whose call it bears; z-score; measured here: cytoplasmic GR-EGFP intensity; active compounds read high
Dynein transport nuclear GR-EGFP: also measured in Dynein transport; calls as there; z-score; measured here: nuclear GR-EGFP intensity;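 lower value marks the stronger effect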
Dynein transport cell count: recorded beside Dynein transport, whose call it bears; z-score; measured here: cell count per field
Ins promoter up cell count: recorded beside Ins promoter up, whose call it bears; cell count; measured here: cytotoxicity, nuclei count;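 total cells summed across four imaged fields per well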
Lipid droplet cells 6.5 µM: second read-out of Lipid droplet, no call of its own (marks repeat the call); cell count; measured here: cell count, cytotoxicity flag;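 cells counted across two imaged fields per well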
bCat nuc transl cell count 5 µM: also measured in bCat nuc transl; calls as there; cell count; measured here: cell count, cytotoxicity flag
T cell modulator vesicle-bound %: also measured in T cell modulator; calls as there; double positive events, %; measured here: CD8+ vesicle-bound cell fraction;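 binding gate set so that unloaded-vesicle control wells show 10% double positive cells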
MT stabilizer Hoechst-high %: further read-out of MT stabilizer, marked with its call; % Hoechst-high responders; measured here: nuclear condensation Hoechst responders;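 share of cells brighter than vehicle mean plus two SD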
MT stabilizer cytotoxicity %: recorded beside MT stabilizer, whose call it bears; toxicity, %; measured here: cytotoxicity by cell density;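 0% = mean cell density of plate MIN control wells and 100% = no cells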
Autophagy HCS cell loss 18 h: recorded beside Autophagy HCS, whose call it bears; toxicity, %; measured here: cell loss, nuclei count;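 cell loss after 18 h compound exposure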
* marks the source's active call; other numbers are inactive results; i = inactive; nt = not tested or not shown; + = active, no number. No enrichment for hits; about 3% have a hit in one of these screens.

Value order: CSM14.1 death rescue	Lipid droplet	Lipid droplet cells 6.5 µM	Dynein transport	Dynein transport cytoplasmic EGFP	Dynein transport nuclear GR-EGFP	Dynein transport cell count	MT stabilizer	MT stabilizer Hoechst-high %	MT stabilizer cytotoxicity %	Ins promoter up	Ins promoter up cell count	Salmonella PhoP GFP	bCat nuc transl	bCat nuc transl cell count 5 µM	Autophagy HCS	Autophagy HCS cell loss 18 h	T cell modulator	T cell modulator vesicle-bound %
> Cc1cccc(NC(=O)C2(c3ccccc3)CCOCC2)c1
 : -0.4%	0	736	0.45	-0.27	0.45	-0.84	0.8	1.1	5.3	-1	1348	-2%	0.1	1235	i	34	i	52
> CC1(C)CC(=O)/C(=C(\O)Cc2ccccc2)C(=NCCCCCC(=O)O)C1
 : -1.2%	22	650	0.23	-0.25	-0.015	0.047	1.3	2.9	8.6	-0.08	1461	3%	-1.8	1092	i	15	i	28
> CCC1(CC)Cc2ccccc2C(N)=C1C#N
 : -2.1%	-39	641	1.8	0.25	1.9	-3.9	5.6	14	98	nt	nt	3%	1.3	140	i	2	i	43
> C=CCN(CC=C)CCOc1ccc(C)cc1[N+](=O)[O-]
 : -0.2%	4	684	-0.26	-0.28	-0.25	-0.039	2.6	2.0	8.5	-0.24	1648	8%	0.4	1042	i	4	i	59
> CCCCC1(C)Nc2ccccc2-c2nc3ccccc3n21 (stereo unspecified)
 : -0.8%	nt	nt	-1.2	-0.32	-0.39	0.82	1.8	1.8	5.8	-0.37	1368	-3%	-2.8	1425	i	-4	i	39
> O=C(CN1CCCC1)NCC12CC3CC(CC(C3)C1)C2
 : -2.3%	nt	nt	-0.27	-0.14	0.25	0.29	3.7	2.5	8.7	-0.33	1267	14%	0.1	756	i	-44	i	11
> CCOc1ccc(C(=O)Nc2ccccc2C(=O)O)cc1
 : -4.1%	-1	755	0.33	-0.25	0.43	-0.95	2.6	2.9	11	1.1	1328	-11%	-0.3	1520	i	-8	i	60
> COc1ccc(N=C2SC(CC(=O)Nc3ccc(F)cc3)C(=O)N2Cc2ccco2)cc1 (stereo unspecified)
 : -3.6%	6	640	-0.51	-0.2	-0.27	-0.031	4.5	3.5	7.5	-0.27	2389	-4%	-0.1	944	i	-8	i	30
> Cc1nc2ccccn2c1C(=O)/C=C/c1cccc([N+](=O)[O-])c1
 : 16%	-4	665	-2.5	0.23	-1.3	0.24	4.9	4.1	5.3	-0.21	1090	-1%	3.4	1187	+	27*	i	59
> COc1ccc(NC(=O)N(CCc2ccccc2)Cc2cc3c(C)cc(C)cc3[nH]c2=O)cc1
 : 1.3%	11	777	-0.43	0.54	-0.054	0.42	1.6	1.0	9.4	-0.36	792	-1%	-1.9	1119	i	-9	i	41
> CCn1cc([N+](=O)[O-])c(C(=O)Nc2cc(C)on2)n1
 : -3.4%	2	737	0.054	-0.17	0.16	0.83	2.3	2.0	8.0	0.57	1235	4%	4.9	1243	i	5	i	46
> O=C(CN1C(=O)C2CC=C(Cl)CC2C1=O)N1CCOCC1 (stereo unspecified)
 : -2.4%	-4	731	-0.2	-0.2	0.00068	-0.56	4.0	1.9	4.5	nt	nt	-14%	1.1	1120	i	1	i	62
> O=C(CN1CCOc2ccccc21)N1CCCC1
 : -3.6%	nt	nt	-0.22	-0.29	0.55	0.61	2.7	1.2	8.6	0.6	1268	6%	-1.6	557	i	12	i	59
> CCC(=O)N1CCN(c2ccc(NC(=O)COc3ccccc3Cl)cc2)CC1
 : -1.0%	-9	759	0.88	-0.069	0.3	-0.16	1.6	2.3	2.9	-0.24	906	-9%	-1.6	1181	i	0	i	46
> O=C(CSc1ccc(-c2ccc(F)cc2)nn1)N1CCCCC1
 : 2.2%	nt	nt	1.5	-0.065	0.93	-1.3	6.0	2.6	6.2	-1.4	1199	4%	-4.0	1020	i	-4	i	5
> CCCCN(C(=S)Nc1cccc(SC)c1)C1CCN(C(C)=O)CC1
 : 0.1%	5	741	-1.5	-0.24	-0.86	2.4	1.7	1.8	0.5	0.58	1088	3%	-0.7	941	i	1	i	38
> Cn1c2c(c(=O)n(C)c1=O)C(C(F)(F)F)(C(F)(F)F)N=C(CCC1CCCCC1)N2
 : -1.2%	11	651	-0.051	-0.24	0.054	0.6	1.7	2.1	2.2	-2.2	1244	-8%	-0.3	992	i	0	i	3
> COc1ccc(OCC#CCN2CC(C)OC(C)C2)cc1 (stereo unspecified)
 : -1.2%	12	690	1.8	-0.16	1.3	-1.2	3.5	1.3	1.4	0.33	1563	1%	-0.2	1000	i	-19	i	62
> CCN(CC)c1ccc(NC(=O)c2cccnc2)c(C)c1
 : -0.4%	nt	nt	0.25	-0.17	-0.5	0.13	8.8	3.2	0.6	-0.35	1575	5%	0.0	1402	i	7	i	44
> CCn1c(SCC(=O)NC(=O)NCc2ccco2)nnc1-c1cccs1
 : -0.1%	nt	nt	0.76	-0.21	1.4	-0.22	3.2	1.5	5.0	-0.38	1454	-5%	-0.7	1213	i	12	i	27
> NS(=O)(=O)c1cccc(NC(=O)CSc2nn(-c3ccccc3)c(=S)s2)c1
 : -1.4%	-24	679	-0.58	-0.22	-0.56	0.26	4.2	2.9	4.2	nt	nt	1%	1.0	983	i	-2	i	19
> CC(=O)Nc1ccc(C(=O)N(C)c2ccccc2)cc1
 : -1.3%	-8	753	0.4	-0.044	0.18	-0.14	0.6	1.1	7.6	0.45	839	0%	-2.4	1111	i	-5	i	58
> COc1ccccc1C(=O)C1CCCN(Cc2ccc3c(c2)OCCO3)C1 (stereo unspecified)
 : nt	2	720	1.1	-0.25	0.55	-0.43	nt	nt	nt	0.15	1113	-5%	0.1	1360	nt	nt	i	21
> O=C1C2CC=CCC2C(=O)N1c1ccc(OCC(O)Cn2nnc3ccccc32)cc1 (stereo unspecified)
 : -0.7%	7	719	0.11	-0.27	0.12	0.32	2.8	1.4	5.3	-0.35	960	0%	nt	nt	i	5	i	40
> COC(=O)c1cc2c(s1)-c1ccccc1CC2
 : -0.3%	17	651	-0.96	-0.17	-0.07	0.064	3.0	2.0	4.8	-0.08	1854	-8%	-1.0	1014	i	15	i	22
> CC(C)(C)C(=O)NCCc1nc2ccccc2n1CC(=O)c1ccccc1
 : 3.9%	8	732	-0.12	-0.26	0.91	0.0017	2.6	2.3	3.1	0.57	1327	1%	0.8	573	i	-5	i	39
> O=[N+]([O-])c1cc(Cl)ccc1-c1nc(-c2ccncc2)no1
 : -0.9%	-5	667	-0.033	-0.31	0.032	0.17	5.4	2.1	8.1	0.13	1557	-5%	-3.9	867	i	11	i	61
> CC(=O)c1ccc(N2CCN(C(=O)c3ccc(Cn4c(=S)[nH]c5ccc(N6CCOCC6)cc5c4=O)cc3)CC2)cc1
 : 0.5%	0	662	-0.49	-0.24	-0.39	1.3	3.3	1.1	4.3	-1.1	1184	3%	-4.1	1111	i	24	i	29
> O=C(O)c1cccc(N2C(=O)c3ccc4c5c(ccc(c35)C2=O)C(=O)N(c2cccc(C(=O)O)c2)C4=O)c1
 : nt	1	756	0.5	-0.23	0.94	-0.94	nt	nt	nt	-0.06	1083	-3%	-0.8	1306	nt	nt	i	34
> COc1ccc(/C=C2\CCCc3c2nc2ccc(C)cc2c3C(=O)O)cc1O
 : nt	8	715	0.51	-0.26	0.24	-0.033	nt	nt	nt	0.31	1444	-7%	-2.8	1101	nt	nt	i	31
> COc1ncnc(OC)c1NC(=O)c1ccc(F)cc1
 : -1.5%	nt	nt	-0.27	-0.22	-0.0065	0.11	2.5	2.1	8.4	-0.39	1326	-2%	3.4	1404	i	-6	i	45
> COc1ccc2nc(C)c3c(c2c1)OC(C)C3 (stereo unspecified)
 : 0.5%	nt	nt	-0.2	-0.2	-0.036	0.066	2.2	1.6	6.4	0.86	1044	9%	-1.4	785	i	-15	i	37
> CCOC(=O)c1cc(=O)n2nc(-c3ccccc3F)nc2s1
 : 0.0%	-28	807	-2	0.097	-0.87	0.087	4.6	2.8	7.8	0.98	830	-9%	-0.9	1058	i	8	i	14
> CCN(C(=O)COc1cc(=O)n(CC)c2ccccc12)c1cc(Cl)ccc1OC
 : 1.0%	nt	nt	-0.41	0.097	-0.13	0.14	4.4	1.6	3.7	0.67	957	-8%	nt	nt	i	12	i	33
